Bioassay records as filed in PubChem.
GPR7 antagonist – blocks human GPR7 receptor signaling | P48145 | GPR7-expressing cells, fluorescence antagonist assay | inhibition, % at 4.4 µM | 290,000 tested, 1.1% active | AID 1861; in the data active means inhibition above about 16%, passing the limit was not always enough;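 further: cells stimulated with the agonist NPW; 0% = agonist with vehicle and 100% = vehicle without agonist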
Target sequence (P48145 whole entry, looked up): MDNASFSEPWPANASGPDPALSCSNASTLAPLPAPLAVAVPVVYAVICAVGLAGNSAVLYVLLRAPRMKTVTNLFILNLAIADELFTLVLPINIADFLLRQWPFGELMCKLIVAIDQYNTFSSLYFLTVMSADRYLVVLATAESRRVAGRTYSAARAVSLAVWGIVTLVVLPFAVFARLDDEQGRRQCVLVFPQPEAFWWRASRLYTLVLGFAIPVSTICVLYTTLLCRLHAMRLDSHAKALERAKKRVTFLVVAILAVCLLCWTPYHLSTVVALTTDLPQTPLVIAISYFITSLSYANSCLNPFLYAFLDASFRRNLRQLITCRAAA
OXTR potentiator – potentiators of human oxytocin receptor. CHO-OTR cells, Fluo-8 calcium fluorescence, potentiator mode; 0% = oxytocin EC15, 100% = EC100. activation, % at 3 µM. 320,000 tested, 0.061% active. AID 2445;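 active means activation above that plate's cutoff, the mean activation of tested compounds plus 3 SD, cut at about 6.6% in these data, passing the limit was not always enough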;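 further: 100% uses oxytocin at 75 nM as the full agonist control; some results filed as inactive read as strong as hits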
Target sequence (P30559 whole entry, looked up): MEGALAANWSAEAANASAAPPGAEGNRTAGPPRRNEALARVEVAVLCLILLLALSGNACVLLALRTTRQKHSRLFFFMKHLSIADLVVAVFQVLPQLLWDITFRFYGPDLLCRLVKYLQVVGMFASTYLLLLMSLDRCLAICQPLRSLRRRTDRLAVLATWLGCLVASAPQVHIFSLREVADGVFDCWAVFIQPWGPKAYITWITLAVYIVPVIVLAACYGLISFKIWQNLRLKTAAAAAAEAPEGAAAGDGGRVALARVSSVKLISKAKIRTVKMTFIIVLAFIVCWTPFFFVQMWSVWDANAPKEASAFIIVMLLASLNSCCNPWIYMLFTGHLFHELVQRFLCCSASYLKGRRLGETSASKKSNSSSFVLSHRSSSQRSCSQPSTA
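Material: human OTR in CHO cells. Compound: 3.0 µM, one dose. Timing: compound 6 min at room temperature before oxytocin, 100 s read. Evaluation: % activation of max/min ratio relative to oxytocin controls. Replication: single well per compound, singlicate. Signal: Fluo-8 calcium dye fluorescence.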
M1 PAM parental – M1 PAM counterscreen hit in parental CHO-K1 cells | activation, % at 3 µM | ATP EC20, Fluo-8 calcium fluorescence; 0% at ATP EC20, 100% at ATP max | 360,000 tested, 0.02% active;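 active means activation above the run cutoff, the mean activation of all test compounds plus 3 SD, cut at about 40% in these data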;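 further: peak over basal fluorescence ratio in a 140 s read after ATP addition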
CHO-K1 Ca ag – counter-screen for M1 agonists: effect in parental CHO-K1 cells; activation, % at 3 µM; 360,000 tested, 0.48% active; Fluo-8 calcium fluorescence; scaled to maximal ATP response, vehicle zero; in the data active means activation above about 15%;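 further: untransfected CHO-K1 host cells lacking M1 receptor as counterscreen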
V1aR counter – counter-screen for oxytocin receptor agonists: human V1a receptor agonists. P37288. CHO-V1R cells, Fluo-8 calcium fluorescence, agonist mode; 0% DMSO, 100% 3 nM vasopressin. activation, % at 3 µM. 320,000 tested, 0.25% active. AID 2797;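 active means activation above the mean activation of all tested compounds plus 3 SD, per screening run, cut at about 20% in these data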;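 further: signal is peak over basal fluorescence ratio across a 100 second FLIPR read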
TAAR1 antagonist – human TAAR1 antagonism | Q96RJ0 | CHO RD-HGA16 TAAR1, Fluo-8 calcium fluorescence, antagonist | inhibition, % at 3 µM | 360,000 tested, 1.5% active | AID 624466;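 active means inhibition above a per-plate cutoff, the mean inhibition of test compounds on that plate plus 3 SD, cut at about 49% in these data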;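 further: 0% = DMSO plus EC80 beta-PEA response and 100% = DMSO alone without agonist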
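test system = CHO RD-HGA16 cells bearing hTAAR1 | replication = singlicate | controls = DMSO-only wells and EC80 β-PEA-stimulated wells | reagent = EC80 β-phenethylamine stimulus | read-out basis = percent inhibition of PEA-evoked calcium signal, max/basal emission ratio | schedule = seeding 17-24 h prior, 75-min 37 °C, 30-min RT dye loading | signal = kinetic Fluo-8 calcium fluorescence measurement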
OXTR agonist – activates the human oxytocin receptor. P30559. CHO-OTR cells, Fluo-8 calcium fluorescence; normalized: DMSO 0%, oxytocin 100%. activation, % at 3 µM. 320,000 tested, 0.32% active;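 active means activation above the mean of all tested compounds plus 3 SD, cutoff set per screening run, cut at about 20% in these data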;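 further: peak over basal fluorescence ratio from a 100 s FLIPR kinetic read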
CHO-K1 Ca antag – counter-screen for M1 antagonists: effect in parental CHO-K1 cells | AID 602250 | inhibition, % at 3 µM | 360,000 tested, 0.6% active | ATP-induced calcium, Fluo-8 fluorescence;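 active means inhibition above a per-plate cutoff, the plate's mean sample inhibition plus 3 SD, cut at about 24% in these data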;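 further: 0% = DMSO plus EC80 ATP and 100% = DMSO alone without ATP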
CHO parental Ca – counter-screen for OX1R antagonists: effect in parental CHO cells; parental CHO-K1, ATP-induced calcium, Fluo-8 fluorescence; inhibition, % at 5.6 µM; 330,000 tested, 0.63% active; AID 463079;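 active means inhibition above that plate's mean sample inhibition plus 3 SD, cut at about 26% in these data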;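 further: 0% = ATP-challenged DMSO wells and 100% = DMSO wells without ATP; some compounds past the cut are filed as inactive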
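Assay system – parental CHO cells · Reagent – ATP stimulus · Detection – intracellular calcium via Fluo-8 no-wash fluorescent dye · Evaluation – percent inhibition of ATP-evoked calcium rise, normalized to controls · Controls – ATP wells versus no-ATP DMSO wells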
* marks the source's active call; other numbers are inactive results; nt = not tested or not shown. The order is random. About 3.5% of those tested had a hit in this group.

Results follow in this order: GPR7 antagonist	OXTR potentiator	M1 PAM parental	CHO-K1 Ca ag	V1aR counter	TAAR1 antagonist	OXTR agonist	CHO-K1 Ca antag	CHO parental Ca
> O=C(/C=C/c1cccc([N+](=O)[O-])c1)NC(=S)Nc1ccc(CN2CCOCC2)cc1
    -4	-5	11	1.7	1.6	-2	2.9	-2	-14
> CN(Cc1ccccc1)C(=O)c1ccc([N+](=O)[O-])o1
    1	-7	16	5.3	0.3	6	-0.3	-1	-8
> Cc1ccc(S(=O)(=O)N2CCN(C(=O)c3cc(S(=O)(=O)N(C)C)ccc3N3CCCC3)CC2)c(C)c1
    nt	nt	0	1.8	nt	0	nt	-5	nt
> COc1ccc(-c2csc(NC(=O)Cc3ccccc3F)n2)c(OC)c1
    1	-10	0	-1.1	2.7	-24	-2.0	-6	-20
> CCN(CC)CCNC(=O)CCN1N=C(c2ccccc2)CCC1=O
    -6	-3	14	0.3	0.5	-22	1.6	-14	2
> O=C(O)Cc1ccc(S(=O)(=O)Nc2ccccc2C(=O)O)cc1
    13	4	-12	0.0	-0.2	-12	0.2	-8	11
> CO/N=C/CC(=O)c1cnc(-c2ccc(Cl)cc2)s1
    2	-5	-15	0.2	-0.7	-10	0.1	13	-6
> O=C(COC(=O)c1ccc([N+](=O)[O-])o1)NCc1ccccc1
    nt	-1	9	0.6	1.4	-7	1.4	-7	-12
> Cc1ccccc1-n1c(=O)c2c(n3cnnc13)-c1ccccc1CC21CCCCC1
    -11	-14	22	2.2	-0.6	15	-0.3	-5	-23
> CCOC(=O)N1CCN(S(=O)(=O)c2cc(C)c(C)cc2C)CC1
    13	-19	6	0.2	3.5	6	2.8	0	-22

Record cards (already shown).
O=C(/C=C/c1cccc([N+](=O)[O-])c1)NC(=S)Nc1ccc(CN2CCOCC2)cc1 is entered as GPR7 antagonist: -4; OXTR potentiator: -5; M1 PAM parental: 11; CHO-K1 Ca ag: 1.7; V1aR counter: 1.6; TAAR1 antagonist: -2; OXTR agonist: 2.9; CHO-K1 Ca antag: -2; CHO parental Ca: -14
CN(Cc1ccccc1)C(=O)c1ccc([N+](=O)[O-])o1 is entered as GPR7 antagonist: 1; OXTR potentiator: -7; M1 PAM parental: 16; CHO-K1 Ca ag: 5.3; V1aR counter: 0.3; TAAR1 antagonist: 6; OXTR agonist: -0.3; CHO-K1 Ca antag: -1; CHO parental Ca: -8

(further entries)
Results follow in this order: GPR7 antagonist	OXTR potentiator	M1 PAM parental	CHO-K1 Ca ag	V1aR counter	TAAR1 antagonist	OXTR agonist	CHO-K1 Ca antag	CHO parental Ca
> Cc1ccc(S(=O)(=O)N2CCOCC2)cc1NC(=O)c1ccncc1
    nt	nt	11	0.3	nt	-13	nt	-2	nt
> Cc1nc2ccccc2c(=O)n1NC(=O)c1cccc([N+](=O)[O-])c1
    -20	-8	6	0.0	-0.5	8	-1.1	6	-4
> CCOc1ccccc1NC1=C(Cl)C(=O)N(c2ccccc2)C1=O
    -8	-3	17	2.1	-1.4	1	-2.1	-6	-27
> CCCn1c(=S)[nH]c2ccccc2c1=O
    -6	-6	16	0.7	-0.8	7	-1.3	4	-8
> CCOC(=O)N1CCC(N(C(=O)Nc2cccc(OC)c2)C(C)CC)CC1 (stereo not drawn)
    32*	-6	15	0.5	0.5	4	0.3	-4	-6
> Cc1cc(C)c(C#N)c(SCCS(=O)(=O)c2ccc(Cl)cc2)n1
    5	-5	9	3.7	-0.9	-40	0.9	-12	-25
> O=C(Cc1csc(Nc2nc(=S)[nH]c3ccccc23)n1)NCCCN1CCN(c2cccc(Cl)c2)CC1
    -5	-6	2	8.6	0.1	44	0.1	-5	-15
> COc1cc(NC(=O)C2C3C=CC(C3)C2C(=O)O)c(OC)cc1Cl (stereo not drawn)
    -1	-6	6	0.6	1.4	-7	0.1	-16	-6
> CC1(C(=O)NS(=O)(=O)Cc2ccccc2)CCN1C(=O)Cc1ccc(-c2ccccc2)cc1 (stereo not drawn)
    nt	nt	-9	0.4	nt	-18	nt	1	nt
> COC1OC(COCc2ccccc2)C(N)C(OCc2ccccc2)C1OCc1ccccc1 (stereo not drawn)
    nt	nt	25	2.9	nt	2	nt	-14	nt

4 compounds out of the list, ordered by number of heavy atoms, lowest first:
Results follow in this order: GPR7 antagonist	OXTR potentiator	M1 PAM parental	CHO-K1 Ca ag	V1aR counter	TAAR1 antagonist	OXTR agonist	CHO-K1 Ca antag	CHO parental Ca
> CCCn1c(=S)[nH]c2ccccc2c1=O
    -6	-6	16	0.7	-0.8	7	-1.3	4	-8
> Cc1nc2ccccc2c(=O)n1NC(=O)c1cccc([N+](=O)[O-])c1
    -20	-8	6	0.0	-0.5	8	-1.1	6	-4
> CCOC(=O)N1CCC(N(C(=O)Nc2cccc(OC)c2)C(C)CC)CC1 (stereo not drawn)
    32*	-6	15	0.5	0.5	4	0.3	-4	-6
> O=C(Cc1csc(Nc2nc(=S)[nH]c3ccccc23)n1)NCCCN1CCN(c2cccc(Cl)c2)CC1
    -5	-6	2	8.6	0.1	44	0.1	-5	-15

Next section
Results follow in this order: GPR7 antagonist	OXTR potentiator	M1 PAM parental	CHO-K1 Ca ag	V1aR counter	TAAR1 antagonist	OXTR agonist	CHO-K1 Ca antag	CHO parental Ca
> S=C(NCc1ccccc1)NCc1ccc(CNC(=S)NCc2ccccc2)cc1
    15	-5	11	6.7	11	65*	3.9	8	48*
> Cc1cc(C(=O)OCC(=O)Nc2cccc(S(=O)(=O)N3CCOCC3)c2)c(C)o1
    2	-4	16	1.1	-0.2	-7	0.0	-16	-9
> Cc1ccc(S(=O)(=O)N2C[C@@H]3CCCC[C@@H]3[C@@H](C)[C@H]2c2cn(Cc3ccccc3)c3ncccc23)cc1
    nt	nt	9	-0.8	nt	-37	nt	-17	35
> COc1ccc(NC(=O)c2ccccc2F)cc1Cl
    7	-11	-2	0.0	0.2	2	-1.9	21	-2
> O=C(c1ccc(S(=O)(=O)N2CCCCCC2)cc1)N1CCC(CN2C(=O)c3cccc4cccc(c34)C2=O)CC1
    2	-9	23	1.5	-0.6	-3	-2.4	-13	-13
